Screens deposited in PubChem BioAssay by several laboratories.
VHR inh abs = VHR1 phosphatase inhibitors, primary screen, biochemical, absorbance, uHTS; Dual specificity protein phosphatase 3 (Homo sapiens), P51452; recombinant VHR phosphatase, pNPP absorbance; inhibition, % at 13.3 µM; 0.52% of 290,000 active; in the data active means inhibition above about 50%; further: some compounds called inactive have numbers as strong as hits
Target sequence (P51452 whole entry, looked up): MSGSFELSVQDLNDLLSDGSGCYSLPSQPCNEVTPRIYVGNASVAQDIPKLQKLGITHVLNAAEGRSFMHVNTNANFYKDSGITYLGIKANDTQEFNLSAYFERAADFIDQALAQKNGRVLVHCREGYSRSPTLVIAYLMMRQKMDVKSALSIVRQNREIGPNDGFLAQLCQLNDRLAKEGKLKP
TcdB inh = TcdB glycohydrolase inhibitors, primary screen, biochemical, single point, plate reader | 0.24% of 350,000 active | AID 652162, 2013 | inhibition, % at 9.99 µM | TcdB glycohydrolase enzymatic assay | Toxin B (Clostridioides difficile), P18177; in the data active means inhibition above about 10%
Anthrax LF prot = Bacillus anthracis LF protease inhibitors, primary screen, biochemical, multiplex microsphere, MLPCN library; 0.12% of 360,000 active; Lethal factor (Bacillus anthracis), P15917; AID 588501, 2011; inhibition, % at 10 µM; multiplex microsphere protease cleavage assay; further: plate controls were buffer without enzyme for full effect and enzyme alone for no effect
Target sequence (P15917 whole entry, looked up): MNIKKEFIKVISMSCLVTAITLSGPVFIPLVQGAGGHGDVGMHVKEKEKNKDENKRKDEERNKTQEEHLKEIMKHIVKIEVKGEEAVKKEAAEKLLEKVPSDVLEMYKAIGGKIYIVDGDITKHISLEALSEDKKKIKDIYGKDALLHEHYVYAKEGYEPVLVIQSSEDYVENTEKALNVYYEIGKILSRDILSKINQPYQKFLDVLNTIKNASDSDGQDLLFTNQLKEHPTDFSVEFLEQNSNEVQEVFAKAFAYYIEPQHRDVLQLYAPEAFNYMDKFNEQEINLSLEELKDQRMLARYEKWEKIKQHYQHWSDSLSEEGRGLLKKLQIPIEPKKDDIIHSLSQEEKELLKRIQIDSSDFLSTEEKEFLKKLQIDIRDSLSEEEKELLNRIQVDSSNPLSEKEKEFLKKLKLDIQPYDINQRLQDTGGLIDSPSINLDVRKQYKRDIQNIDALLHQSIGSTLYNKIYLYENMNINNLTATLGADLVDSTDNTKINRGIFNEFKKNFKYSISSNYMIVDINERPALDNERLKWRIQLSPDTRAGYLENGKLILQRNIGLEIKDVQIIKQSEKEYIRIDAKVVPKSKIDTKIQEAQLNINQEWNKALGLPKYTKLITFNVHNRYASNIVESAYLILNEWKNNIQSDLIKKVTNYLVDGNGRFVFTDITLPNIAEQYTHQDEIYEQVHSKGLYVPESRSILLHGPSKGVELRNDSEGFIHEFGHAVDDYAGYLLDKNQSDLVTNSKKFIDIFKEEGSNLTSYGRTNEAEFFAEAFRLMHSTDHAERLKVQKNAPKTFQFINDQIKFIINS
BoNT A protease = BoNT/A light chain protease inhibitors, primary screen, biochemical, flow cytometry, MLPCN library; multiplex microsphere protease substrate cleavage; inhibition, % at 10 µM; 0.17% of 360,000 active; further: plate controls were buffer without enzyme for full effect and enzyme alone for no effect
Yp Topo-I inh = Yersinia pestis topoisomerase I inhibitors, primary screen, biochemical, cleavage product accumulation, plate reader, single point. activity, % at 10 µM. Y. pestis Topo-I cleavage product accumulation. DNA topoisomerase I (Yersinia pestis CO92). 0.064% of 360,000 active; in the data active means activity above about 50%, passing the limit was not always enough; inconclusive means no clear call, values can overlap the other calls; further: inactives centre near 2
3CLpro inhibitor = SARS-CoV 3CLpro protease inhibitors, primary screen, biochemical, quenched FRET. recombinant SARS-CoV 3CLpro, quenched FRET peptide cleavage. AID 1706, 2009. inhibition, % at 6 µM. Replicase polyprotein 1ab (Severe acute respiratory syndrome coronavirus), P0C6X7. 0.14% of 290,000 active; in the data active means inhibition above about 12%
CCHF vOTU inh = CCHFV vOTU protease inhibitors, primary screen, biochemical, Pep-AMC substrate, fluorescence; Crimean-Congo hemorrhagic fever virus L polyprotein viral ovarian tumor (vOTU) protease …; inhibition, % at 11.5 µM; 0.55% of 370,000 active; AID 651958, 2012; in the data active means inhibition above about 30%; further: 0% = vehicle wells with enzyme and 100% = no enzyme wells
PfHsp40 yeast = rescue of yeast from PfHsp40 toxicity, primary screen, S. cerevisiae, ATP luminescence; S. cerevisiae expressing PfHsp40, growth rescue; growth rescue, % at 12.5 µM; 0.68% of 340,000 active; in the data active means growth rescue above about 28%, passing the limit was not always enough; inconclusive means no clear call, values can overlap the other calls;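 further: yeast W303a lacking pdr1 and pdr3 grown in galactose medium; growth measured after three days at 30 °C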
SSB-PriA inh = inhibitors of Klebsiella pneumoniae PriA binding to SSB C-terminal tail, primary screen, biochemical, AlphaScreen; PriA–SSB C-terminal tail interaction (Klebsiella pneumoniae); AlphaScreen SSBct-PriA binding, biotinylated peptide; inhibition, % at 33 µM; 0.6% of 430,000 active; AID 1272365, 2023; in the data active means inhibition mostly above about 37%, no sharp cut-off; inactive means mostly below about 20%;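 further: plate controls were negative control peptide for no effect and reference peptide for full effect; strong numbers were not always called active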
BH1578 lux ind = inducers of Vibrio cholerae quorum light production without autoinducers, primary screen, BH1578 luxS cqsA deficient, single point. V. cholerae BH1578 lux reporter, luminescence, 6 h. activation, % at 18.7 µM. 0.16% of 350,000 active. AID 588436, 2011; in the data active means activation mostly above about 9.7%, no sharp cut-off; inconclusive means no clear call, values can overlap the other calls; inactive means mostly below about 3.7%; further: not every result past the cut was called active; inactives centre near 0; reference of the scale not given here
* marks the source's active call; other numbers are inactive results; i = inactive; ? = inconclusive; . = not tested or not shown; & = joins results of further samples. Unless noted, no stated cut-off is given here; in the data, active means inhibition above about 30%; inconclusive means no clear call, values can overlap the other calls; inactive means below that. Not all compounds are listed (hit frequency here may not be typical).

SMILES	VHR inh abs	TcdB inh	Anthrax LF prot	BoNT A protease	Yp Topo-I inh	3CLpro inhibitor	CCHF vOTU inh	PfHsp40 yeast	SSB-PriA inh	BH1578 lux ind
CCN(CC)C(=O)CCc1nc2sc3c(c2c(=O)[nH]1)CCCC3	17.5	.	-0.8	-0.6	-0.9	2.7	-1.8	1.3	0.2	-1.0
O=C(Nc1cccc(Cl)c1)N1CCN(C/C=C/c2ccccc2)CC1	10.9	.	-2.2	0.0	4.3	4.5	-0.3	0.4	-7.0	-0.7
COc1ccc(C=C(c2ccc(OC)cc2)c2ccc(OC)cc2)cc1	18.6	.	-8.9	-0.6	-4.0	2.1	-10.4	-0.4	-19.4	1.4
N/C(=N\C(=S)Nc1ccccc1)c1ccccc1	34.2	0.2	-11.5	-3.0	-7.1	-2.3	21.3	1.1	.	-1.2
COc1ccc(-c2c(C(F)(F)F)nn(C)c2NC(=O)c2cccnc2)cc1	12.5	-1.1	.	.	-4.8	-2.3	-9.0	-0.1	-9.6	-0.1
C#CC(CC)(CC)NC(=O)Nc1ccccc1C(=O)OC	16.5	2.0	0.8	-0.3	-5.6	-0.4	-2.2	-0.5	-13.1	i
CC(=O)N1CCc2c(sc(NC(=O)c3cccc(N4C(=O)CCC4=O)c3)c2C(N)=O)C1	7.7	0.1	-3.3	0.6	4.8	0.1	5.2	0.0	1.9	13.4
CCCCCCCC1(C)NC(=O)N(CC(=O)Nc2cc(C)on2)C1=O (stereo unspecified)	24.2	0.0	-3.8	0.2	-9.1	-0.1	1.5	1.0	-8.1	-0.4
CC1(C)C2([N+](=O)[O-])CNCC1([N+](=O)[O-])CNC2	17.7	.	-6.0	-0.2	3.8	1.0	-7.4	0.3	-3.0	i
CC1CN(C(=O)c2ccc(-c3ccccc3Cl)o2)CC(C)O1 (stereo unspecified)	.	2.1	3.9	3.9	17.4	.	1.9	-0.1	-2.9	-5.0
CC1=C(C(=O)N2CCOCC2)C(c2ccc(Br)cc2)NC(=S)N1c1ccccc1 (stereo unspecified)	11.1	1.0	-2.2	-1.1	11.3	2.1	0.2	-0.9	-15.4	i
CCOc1ccc(C(=O)N2CCN(c3ccccn3)CC2)cc1OCC	26.2	0.8	-2.0	-4.8	3.0	7.1	-10.4	0.0	0.3	-0.4

Single records, as listed above. Order of values: VHR inh abs | TcdB inh | Anthrax LF prot | BoNT A protease | Yp Topo-I inh | 3CLpro inhibitor | CCHF vOTU inh | PfHsp40 yeast | SSB-PriA inh | BH1578 lux ind
CC1(C)C2([N+](=O)[O-])CNCC1([N+](=O)[O-])CNC2 is entered as 17.7 | . | -6.0 | -0.2 | 3.8 | 1.0 | -7.4 | 0.3 | -3.0 | i
C#CC(CC)(CC)NC(=O)Nc1ccccc1C(=O)OC is entered as 16.5 | 2.0 | 0.8 | -0.3 | -5.6 | -0.4 | -2.2 | -0.5 | -13.1 | i

Continuation:
SMILES	VHR inh abs	TcdB inh	Anthrax LF prot	BoNT A protease	Yp Topo-I inh	3CLpro inhibitor	CCHF vOTU inh	PfHsp40 yeast	SSB-PriA inh	BH1578 lux ind
O=C1Nc2ccccc2OCc2c1cccc2[N+](=O)[O-]	16.5	.	0.7	0.1	9.1	0.9	-15.6	-2.6	2.7	-0.6
CCOC(=O)c1sc(/N=C/Nc2nc(C)c(C(=O)OCC)s2)nc1C	25.5	.	-7.6	-0.2	-9.5	-2.2	5.0	-0.2	.	5.3
Cc1ccc(-n2c(C)nnc2SCC(=O)N(C)c2c(N)n(Cc3ccccc3)c(=O)[nH]c2=O)cc1	.	2.6	-3.8	0.7	10.5	.	-4.6	-1.8	-1.9	-0.2
CC(=O)NC(Cc1ccc(O)cc1)C(=O)NN (stereo unspecified)	11.9	-1.7	2.6	0.0	4.3	5.2	-10.6	-1.0	6.9	1.1
O=C(Nc1ccc2c(c1)C(=O)NC2=O)c1ccccc1Cl	13.4	-1.0	-8.6	0.0	0.0	2.7	-15.5	1.6	-5.0&2.0&-1.6	-0.2
C#CCOCCOCCOCCNc1nc(N2CCN(C(=O)[C@H]([C@@H](C)CC)n3cc([C@@H](N)CO)nn3)CC2)nc(N2CCN(C(=O)[C@H]([C@@H](C)CC)n3cc([C@@H](N)Cc4ccc(O)cc4)nn3)CC2)n1	43.8	.	-4.4	-0.3	12.9	-3.3	.	-1.4	2.0	-0.7
CCOC(=O)C1CCCN(C(=O)CCc2nc3sc4c(c3c(=O)[nH]2)CCCC4)C1 (stereo unspecified)	.	1.2	-0.3	-0.1	1.7	.	3.8	-0.4	2.5	i
COc1ccc(CCN2CC(C(=O)OCC(=O)N(C)Cc3ccccc3)CC2=O)cc1OC (stereo unspecified)	.	-3.1	0.0	0.6	1.1	.	15.0	-1.2	-5.9	i
COc1ccc(C2C=C(C)Nc3ncnn32)cc1 (stereo unspecified)	.	0.9	-1.6	0.6	0.0	.	-14.2	0.1	0.2	i
CCCCN(CC)CCNC(=O)C1CCN(S(=O)(=O)c2cccc3nsnc23)CC1	66.3	0.3	0.3	-1.2	2.6	-1.6	3.7	-0.3	3.0	-1.8
COc1ccc2nc(COC(=O)c3ccco3)c(C(C)=O)[n+]([O-])c2c1	18.8	.	-2.2	0.9	6.2	2.5	7.3	-0.3	-4.4	-5.0
Nc1nc(CN2CCc3ccccc3C2)nc(Nc2ccccc2)n1	35.3	.	-5.9	1.5	1.3	1.7	2.5	-1.3	21.4	i
COc1ccc(NC(=O)CSc2nnc(-c3ccncc3)o2)c([N+](=O)[O-])c1	40.4	-2.4	-1.2	-0.1	6.3	-6.4	10.7	-0.1	-8.5	i
Cc1cc(S(=O)(=O)Nc2ccc(C(=O)NCc3ccncc3)cc2)ccc1F	.	-0.3	?	?	11.0	.	11.8	-0.4	1.6	-1.7
C=CCNC(=O)c1scc2c1CCCC2	-9.2	0.2	-1.3	0.4	-7.0	1.2	2.0	-0.9	-4.4	1.4
CC(C)C[C@H]1CNC(=O)C(=O)N1C[C@@H]1CCCN1C[C@H](CC(C)C)N1C[C@H](Cc2ccccc2)N(CCc2ccccc2)C(=O)C1=O	.	1.1	-10.4	0.2	.	.	-8.7	.	.	.
CCCCn1c(N)c(N(CC(C)C)C(=O)CCC2CCCCC2)c(=O)[nH]c1=O	-1.9	2.1	2.8	0.4	4.2	-1.0	11.7	-0.3	4.2	i
Cc1ccc(S(=O)(=O)Nc2ccccc2C(=O)N2CCN(C)CC2)cc1	33.8	1.4	5.1	-0.4	9.3	-1.2	4.0	2.7	-9.7	-0.8
Cc1cc(C(=O)C(=O)N(C)C)c(C)n1-c1ccc([N+](=O)[O-])cc1	10.8	.	-3.2	-0.5	6.1	5.5	-4.8	2.0	-10.9	-0.2
CCCCSc1nc(O)c(C2OC(=O)c3c2ccc(OC)c3OC)c(=O)n1-c1ccccc1 (stereo unspecified)	16.6	.	1.7	-0.3	-3.5	3.6	1.0	1.3	-6.7	i
O=C(CN1C(=O)C2C3C=CC(C3)C2C1=O)N1CC=C(c2ccccc2)CC1 (stereo unspecified)	19.2	.	2.8	0.6	5.2	4.6	1.3	0.7	3.9	-0.5
Cc1cccc(C(=O)NCCNC(=O)c2ccccn2)c1	-35.9	1.6	0.9	-1.7	3.5	-4.5	4.6	-0.5	0.6	i
CCC1(CC)N=C(c2ccccc2)C(=S)N1	41.6	0.3	-0.9	-0.4	-6.3	-5.3	3.0	-1.7	-0.7	i
COC(=O)c1c(NC(=O)c2nn(C)cc2Cl)sc2c1CCCC2	16.1	.	-5.8	?	-2.6	4.1	-3.6	0.3	-7.5	-1.8
Cc1c(N(C)C(=O)c2ccco2)c(=O)n(-c2ccccc2)n1C	-8.6	.	2.7	1.2	1.8	-4.9	6.4	3.3	-17.6	i
Nc1ccc(N(CCO)CCO)cc1	20.9	-8.7	-3.4	-0.5	-17.3	3.7	57.4*	0.5	10.7	-0.3
CCO[C@H]1OC(C(=O)N2CCN(Cc3ccc4c(c3)OCO4)CC2)=C[C@@H](c2ccc(Br)cc2)[C@@H]1CCCO	12.0	0.9&-9.7	7.3	-0.2	-0.4	4.7	21.9	1.8	9.0	i
N/C(=N\NC(=O)c1ccccc1)c1cc2ccccc2oc1=O	4.8	-3.5	-1.2	-0.2	1.2	2.6	-10.0	-1.4	.	-0.1
Cc1ccc(NC(=O)Nc2cccs2)c(Cl)c1	0.1	.	-0.7	-0.9	-4.1	4.5	21.9	-0.9	-13.0	1.6
CCCN1C(=O)C2(OCCO2)c2cc(Cl)ccc21	-0.5	0.1	6.4	-1.5	3.5	1.8	-12.2	-0.6	-14.1	i
CCOC(=O)c1sc(NC(=O)c2ccc(S(=O)(=O)N3CCCCCC3)cc2)nc1-c1ccccc1	4.1	-2.7	0.6	-1.0	0.2	2.2	-16.1	49.6*	-9.4	-0.1
COc1ccc(CN2C(=O)CC(Cc3ccc(C)cc3)C2=O)cc1OC (stereo unspecified)	-1.6	.	-1.0	0.7	14.8	4.5	4.0	1.6	-20.2	i

Molecules shown so far that have a thiophene ring, fused or not:
SMILES	VHR inh abs	TcdB inh	Anthrax LF prot	BoNT A protease	Yp Topo-I inh	3CLpro inhibitor	CCHF vOTU inh	PfHsp40 yeast	SSB-PriA inh	BH1578 lux ind
CCN(CC)C(=O)CCc1nc2sc3c(c2c(=O)[nH]1)CCCC3	17.5	.	-0.8	-0.6	-0.9	2.7	-1.8	1.3	0.2	-1.0
CC(=O)N1CCc2c(sc(NC(=O)c3cccc(N4C(=O)CCC4=O)c3)c2C(N)=O)C1	7.7	0.1	-3.3	0.6	4.8	0.1	5.2	0.0	1.9	13.4
CCOC(=O)C1CCCN(C(=O)CCc2nc3sc4c(c3c(=O)[nH]2)CCCC4)C1 (stereo unspecified)	.	1.2	-0.3	-0.1	1.7	.	3.8	-0.4	2.5	i
C=CCNC(=O)c1scc2c1CCCC2	-9.2	0.2	-1.3	0.4	-7.0	1.2	2.0	-0.9	-4.4	1.4
COC(=O)c1c(NC(=O)c2nn(C)cc2Cl)sc2c1CCCC2	16.1	.	-5.8	?	-2.6	4.1	-3.6	0.3	-7.5	-1.8
Cc1ccc(NC(=O)Nc2cccs2)c(Cl)c1	0.1	.	-0.7	-0.9	-4.1	4.5	21.9	-0.9	-13.0	1.6
